TRb-SRC2 inh: disrupts binding of human TR beta to SRC2. P10828. TRbeta-SRC2 peptide binding, fluorescence polarization; receptor liganded with 1 µM T3. Potency, µM (doses to about 106 µM), for inactives: at the top dose activity change, negative = inhibition, actives largely listed as inhibitors. hit rate 0.065% among 280,000;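 note: potency is the fitted concentration of half-maximal effect; plate controls were bound peptide for no effect and peptide without receptor for full effect; nearly all actives have a fitted effect of over 50% in size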
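Each compound concentration gave % activity, normalized to unbound and bound Texas Red SRC2 controls, from polarization read after 5 hr ambient incubation with T3-loaded human TRb LBD.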
Epigenetic reg: derepresses silenced GFP reporter in murine cells | murine LDR cells, GFP reporter derepression, 30 h | Potency, µM (highest dose often 53.9 µM), for the others: top-dose GFP activation, usual class: activators | hit rate 0.2% among 280,000; note: potency is the fitted concentration of half-maximal effect; % of control where 0% means no effect; nearly all actives have a fitted effect of over 60% in size
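Murine LDR cells carrying a silenced, genomically integrated CMV-driven GFP reporter were exposed to compound for 30 hours at 37 C. After PBS washes, GFP-positive cells (20–120 um objects) were counted by laser-scanning microplate cytometry.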
Tau fluor cs: counter-screen for tau fibril formation inhibitors | tau K18 P301L (four-repeat tau fragment) Alexa594 fluorescence, heparin fibrillization | Potency, µM (highest dose often 57.7 µM), without a hit: at the highest dose activity change, negative = decrease | hit rate 0.93% among 280,000 | AID 1463; note: potency is the fitted concentration of half-maximal effect; % is set by controls: 0 for no effect and ±100 for the full control effect; nearly all actives have a fitted effect of over 55% in size
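Human K18 P301L tau (15 uM unlabeled plus 0.24 uM Alexa 594-labeled, final) in 100 mM sodium acetate pH 7 was mixed with compound and 20 uM heparin and incubated 6 hr at 37 C.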
NPSR antag: neuropeptide S receptor (human) antagonism, cAMP; hit rate 1% among 220,000; Q6W5P4; CHO-NPSR cells, cAMP TR-FRET, antagonist mode; Potency, µM (doses to about 38.3 µM), without a hit: at the highest dose activity change, negative = inhibition, most hits filed as inhibitors; note: potency is the fitted concentration of half-maximal effect; % is set by controls: 0 for no effect and ±100 for the full control effect; nearly all actives have a fitted effect of over 50% in size; many of its hits are not listed in these tables
aGal spleen mod: alpha-galactosidase A (human) modulation; P06280; human spleen homogenate, 4MU-alpha-Gal fluorescence, 40 min; Potency, µM (highest dose often 80 µM), for the others: at the top dose activity change, negative = inhibition, usual class: inhibitors; hit rate 0.008% among 240,000; AID 2107;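 note: potency is the fitted concentration of half-maximal effect; 0% = enzyme with vehicle and -100% = no enzyme basal signal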
Target sequence (P06280 32-429 limits assumed): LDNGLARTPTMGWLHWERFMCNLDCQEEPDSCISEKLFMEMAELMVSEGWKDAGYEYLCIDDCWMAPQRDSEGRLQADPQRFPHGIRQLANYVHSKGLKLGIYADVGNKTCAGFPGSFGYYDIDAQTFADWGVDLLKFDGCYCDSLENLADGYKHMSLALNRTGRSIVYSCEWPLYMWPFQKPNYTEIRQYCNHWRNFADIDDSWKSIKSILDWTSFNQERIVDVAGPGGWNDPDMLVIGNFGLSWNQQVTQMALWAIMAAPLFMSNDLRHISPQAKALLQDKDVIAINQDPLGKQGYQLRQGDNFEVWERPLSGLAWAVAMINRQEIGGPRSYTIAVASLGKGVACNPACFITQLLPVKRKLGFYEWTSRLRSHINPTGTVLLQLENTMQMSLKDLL
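Spleen homogenate 1 ug + cpd (titration) + 4-MU-alpha-D-galactopyranoside 1 mM; 37C 40 min; 50 mM citrate/phosphate pH 5.0, 0.01% Tween-20; stop pH 10; fluorescence 365/440; AC50 via Hill.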
CBFb-RUNX1 inh: inhibitors of human CBF-beta and RUNX1 interaction | Q01196+Q13951 | 230,000 tested, under 10 active | AID 1477 | Potency, µM (doses to about 59.8 µM), inactives show at the highest dose activity, negative = inhibition, hits mostly inhibitors | AlphaScreen CBFb-His/RUNX1-biotin binding, biochemical; note: % of control where 0% means no effect
Target sequence (Q01196 whole entry, looked up): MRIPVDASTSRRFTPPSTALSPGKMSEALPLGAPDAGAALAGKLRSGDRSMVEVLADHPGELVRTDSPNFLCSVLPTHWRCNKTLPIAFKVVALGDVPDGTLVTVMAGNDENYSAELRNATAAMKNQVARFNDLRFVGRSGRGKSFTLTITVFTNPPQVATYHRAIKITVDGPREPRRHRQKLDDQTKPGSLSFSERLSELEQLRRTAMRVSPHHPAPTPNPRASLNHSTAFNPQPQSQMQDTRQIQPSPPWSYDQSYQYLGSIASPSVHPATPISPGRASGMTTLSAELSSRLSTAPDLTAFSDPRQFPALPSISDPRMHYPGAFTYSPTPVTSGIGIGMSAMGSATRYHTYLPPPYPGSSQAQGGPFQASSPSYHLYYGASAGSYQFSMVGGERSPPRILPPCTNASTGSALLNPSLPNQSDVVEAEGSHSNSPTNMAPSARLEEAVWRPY
Target sequence (Q13951 whole entry, looked up): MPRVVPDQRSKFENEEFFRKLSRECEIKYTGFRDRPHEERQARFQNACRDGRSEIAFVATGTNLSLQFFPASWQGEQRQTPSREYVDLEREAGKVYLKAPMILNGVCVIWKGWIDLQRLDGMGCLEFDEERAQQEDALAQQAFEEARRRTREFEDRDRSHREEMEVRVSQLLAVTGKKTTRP
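Compounds were screened at multiple concentrations against a preformed CBF-beta(His)/RUNX1(biotin) complex (30 nM of each) for 15 min at room temperature, followed by 90 min with nickel and streptavidin beads and AlphaScreen reading.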
Tau FP inhib: blocks human tau fibril formation measured by polarization | K18 P301L tau heparin fibrillization, Alexa594 FP, 6 h | Potency, µM (series often up to 57.7 µM), inactives show top-dose activity, negative = inhibition, actives largely listed as inhibitors | hit rate 0.39% among 280,000 | AID 1468; note: potency is the fitted concentration of half-maximal effect; % is set by controls: 0 for no effect and ±100 for the full control effect; nearly all actives have a fitted effect of over 55% in size
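Recombinant K18 P301L […], labeled with Alexa 594 at 0.24 uM over 15 uM unlabeled; heparin inducer 20 uM final; 37 C, 6 hr; FP endpoint.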
TR SRC2 fluor cs: counter-screen for TRb-SRC2 inhibitors: fluorescence interference | AID 1479 | Potency, µM (doses to about 106 µM), inactives show at the highest dose fluorescence change, negative = quenching | TRb/SRC2 Texas Red total fluorescence interference | hit rate 0.29% among 280,000; active = well fitted curve in either direction with a large enough effect; inconclusive = small, poorly fitted or top-dose-only effect; note: potency is the fitted concentration of half-maximal effect; % is set by controls: 0 for no effect and ±100 for the full control effect
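Human TRβ ligand-binding domain (0.6 uM) and Texas Red SRC2 peptide (20 nM) in Tris buffer with 1 uM T3 and 5% DMSO were incubated with pinned compound for 5 hr at ambient temperature. Total fluorescence was computed as S + 2P (555/632 nm).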
Starred values were filed as active, the others as inactive; ? = inconclusive; nt = not tested or not shown; [ ] = another dose, or the depositor's remark. Unless noted, calls come from the whole dose curve; as a rule, active = well fitted curve in the direction sought with a large enough effect; inconclusive = small, poorly fitted or top-dose-only effect, or another doubt; inactive = no such curve, though single readings can be large; an effect the other way counts as inactive or inconclusive. This is a subset. The share of hits here may be higher or lower than overall.

Compound	TRb-SRC2 inh	Epigenetic reg	Tau fluor cs	NPSR antag	aGal spleen mod	CBFb-RUNX1 inh	Tau FP inhib	TR SRC2 fluor cs
CCn1nc(NC(=O)c2cccnc2)c2cc3cccc(C)c3nc21	-13%	-0.7%	-7%	9%[46.1 µM]	-18%	23%	-3%	-1%
CCOC(=O)C(=Cc1ccc(-c2ccsc2C(=O)OC)o1)C(=O)OCC	1%	2.0%	1%	?	-3%	5%	-3%	-4%
COc1ccc2c(c1)O[C@@H](c1ccc3c(c1)OCO3)[C@H](OC(=O)Nc1ccc(OC(F)F)cc1)C2=O	4%	-1.1%	-14%	nt	-4%	-10%	2%	0%
O=C(Nc1ccccc1C(=O)N1CCCC1)c1ccccc1	9%	-1.0%	-1%	3%	2%	1%	6%	-1%
O=S(=O)(Nc1cccc(-c2ccc(N3CCOCC3)nn2)c1)c1ccc(F)cc1F	7%	-1.7%	-2%	nt	nt	nt	-1%	-2%
NC(=S)N/N=C/C=C/c1ccccc1	0%	?	-9%	?	0%	-11%	-7%	-2%
COc1ccc(CN2C(=O)C(NC(=O)c3ccc(C)cc3)(C(F)(F)F)N=C2c2ccccc2)cc1 (stereo not given)	4%	-0.2%	-22%	nt	nt	nt	-5%	-12%
COc1ccc(OC)c(/C=C/C(=O)c2ccc(Cl)cc2)c1	-1%	?	-11%	-16%[46.1 µM]	-3%	-7%	8%	-3%
COC(=O)c1cc(OC)c(OC)cc1NC(=O)C1CCCO1 (stereo not given)	0%	1.1%	-10%	-12%[46.1 µM]	1%	1%	-13%	3%
O=c1c2c3c(sc2ncn1/N=C/c1ccco1)CCCC3	1%	-1.0%	-3%	-14%[46.1 µM]	0%	-4%	-1%	-5%

Quoted at random: two compounds from above, in no set order.
Compound	TRb-SRC2 inh	Epigenetic reg	Tau fluor cs	NPSR antag	aGal spleen mod	CBFb-RUNX1 inh	Tau FP inhib	TR SRC2 fluor cs
NC(=S)N/N=C/C=C/c1ccccc1	0%	?	-9%	?	0%	-11%	-7%	-2%
COc1ccc2c(c1)O[C@@H](c1ccc3c(c1)OCO3)[C@H](OC(=O)Nc1ccc(OC(F)F)cc1)C2=O	4%	-1.1%	-14%	nt	-4%	-10%	2%	0%

Further compounds follow:
Compound	TRb-SRC2 inh	Epigenetic reg	Tau fluor cs	NPSR antag	aGal spleen mod	CBFb-RUNX1 inh	Tau FP inhib	TR SRC2 fluor cs
COc1ccccc1C(=O)Nc1c(C(=O)Nc2ccc(C)cc2)oc2ccccc12	-2%	-0.2%	-27%	nt	nt	nt	?	-1%
COc1cccc(Nc2nc(N)nc(-c3oc4ccccc4c3C)n2)c1	3%	0.0%	?	-14%[46.1 µM]	15%	-2%	?	-2%
C/C(=N\NC(=O)c1ccccc1C)c1ccc(N2CCOCC2)cc1	-10%	0.9%	-8%	-26%[46.1 µM]	-8%	4%	-2%	1%
C=C1SC(=Nc2c(C)cccc2Cl)N(C(=O)c2sc3ccccc3c2Cl)C12CCCCC2	0%	-1.3%	1%	?	8%	6%	-5%	-1%
CC(=O)c1ccccc1NC(=O)CN1C(=O)CS/C1=C\c1nc(-c2ccc(C)cc2)cs1	3%	1.1%	-22%	-12%	-3%	-8%	7%	-1%
Cc1ccccc1-c1nnc(Cc2ccccc2)o1	-1%	0.9%	2%	9%	4%	8%	1%	-1%
O=C(O)/C=C\c1cc2c(cc1[N+](=O)[O-])OCO2	-10%	-0.3%	9%	-6%	4%	15%	-1%	0%
CCOc1cc(C(=O)NCCc2ccc(S(N)(=O)=O)cc2)cc(OCC)c1OCC	2%	0.1%	-6%	?	-9%	-6%	5%	-2%
CN(C)c1ccc(-n2cccc2/C=C/[N+](=O)[O-])cc1	7%	3.2%	?	7.9µM*	-1%	-20%	-2%	-2%
Cc1cc(NS(=O)(=O)c2ccccc2)no1	-6%	-0.8%	13%	-3%[46.1 µM]	-4%	11%	0%	1%
CCSC1=C(C#N)C(c2ccc(C)o2)CC(=O)N1 (stereo not given)	3%	-2.6%	2%	15%	2%	1%	2%	-1%
CCOC(=O)c1ccc(NC(=S)NCCc2ccc(F)cc2)cc1	7%	1.0%	?	12%	-1%	13%	28µM*	0%
COc1cccc(N2C(=O)C(O)=C(C(C)=O)C2c2ccc(OC)c(OC)c2)c1 (stereo not given)	-13%	0.8%	-8%	8%[46.1 µM]	11%	7%	-12%	1%
Cc1c(N/C=C/C(=O)C(F)(F)F)c(=O)n(-c2ccccc2)n1C	3%	2.5%	-13%	8%	0%	3%	-7%	1%
CC(NC(=O)c1ccc2c(c1)N(Cc1ccc(Cl)cc1)C(=O)c1ccccc1S2=O)c1ccccc1 (stereo not given)	-4%	0.8%	-17%	nt	nt	nt	-17%	?
COCCN(CC(=O)NCc1ccc(F)cc1)C(=O)CCC(=O)Nc1nccs1	-3%	-1.0%	1%	-4%[46.1 µM]	0%	1%	3%	2%
CC/C(O)=C1\C(=O)CC(c2ccccc2)CC1=NCCC(=O)O (stereo not given)	-19%	0.0%	-1%	15%	-3%	4%	-11%	1%
O=[N+]([O-])c1nn(-c2ccc3c(c2)OCCO3)n(O)c1=NC1CCCCCC1	3%	0.0%	?	-18%[46.1 µM]	10%	?	10%	-8%
CCC(=O)N1c2ccc(S(=O)(=O)CCC(=O)NCc3ccc(OC)cc3)cc2CC1C (stereo not given)	2%	0.2%	-15%	nt	nt	nt	-14%	-1%
CCOc1ccc(S(=O)(=O)N(CC(=O)NCCSc2ccccc2)c2ccccc2)cc1	10%	-0.8%	2%	nt	nt	nt	?	-3%
Cc1cc(C)n(C2CCCCC2OC(=O)c2ccccc2F)n1 (stereo not given)	-4%	-2.0%	-4%	-9%[46.1 µM]	1%	3%	2%	2%
CCN(CC)C(=O)C1CCC(C)(C(=O)O)C1(C)C (stereo not given)	-1%	-0.9%	3%	3%[46.1 µM]	10%	1%	8%	-3%
S=C(c1ccc(-c2cccc(Cl)c2)o1)N1CCCCC1	0%	1.1%	-24%	-19%	9%	-29%	-6%	-4%
O=c1c(-c2ccccc2)nc(-c2ccccc2)cn1O	-18%	-1.0%	-29%	-6%[46.1 µM]	-21%	1%	0%	-10%
O=C(c1cc2ccccc2oc1=O)N1CCN(c2ccccn2)CC1	3%	-2.1%	9%	-8%[46.1 µM]	-2%	4%	6%	-2%
O=C(c1cccc(NS(=O)(=O)c2ccc(F)c(F)c2)c1)N1CCN(Cc2ccccc2)CC1	-22%	-1.1%	-8%	-7%	-4%	3%	6%	-1%
COc1ccc(NC(=O)CNC(=O)Cn2ccc3ccccc3c2=O)c(OC)c1	-5%	2.8%	-16%	nt	nt	nt	-1%	-1%
CCOc1ccc(-n2c(C)nc3c(cnn3-c3ccc(C)cc3)c2=O)cc1	1%	-1.3%	-3%	nt	nt	nt	-2%	-1%
CC12C(=O)N(c3ccccc3)C(=O)C1C(c1ccccc1)N1CCCN12 (stereo not given)	4%	1.3%	-11%	-19%	-7%	-4%	-12%	-2%
Cc1cccc(OCc2nnc(SCn3nnc4ccccc4c3=O)o2)c1	-5%	1.4%	-18%	-9%[46.1 µM]	-9%	-10%	1%	2%
CCCN1CCN(CCCNC(=O)Cn2c(-c3cccs3)cc3ccccc32)CC1	-6%	0.0%	-12%	nt	nt	nt	-5%	?
Cc1nc(NCC2CCCO2)c2nnn(Cc3c(F)cccc3Cl)c2n1 (stereo not given)	-1%	-3.7%	-2%	-15%	1%	5%	-2%	0%
O=C(Cn1c2ccc(F)cc2c2nc3n(c(=O)c21)CCS3)Nc1ccccc1F	-7%	1.3%	-10%	-21%	5%	15%	-5%	-3%
Cc1ccc(C(=O)Nc2nc3c(s2)CCCC3)o1	-4%	0.0%	-8%	-14%[46.1 µM]	-20%	-16%	8%	-6%
Nc1nn2c(C(F)(F)F)cc(=O)[nH]c2c1N=Nc1cccc(F)c1	9%	-0.6%	?	-31%	7%	?	-15%	?
CCOc1cc(/C=N/NC(=O)c2ccncc2)cc(Cl)c1OS(C)(=O)=O	-17%	0.0%	6%	-5%	-8%	10%	-1%	-5%
Nc1ccc(C(=O)OCC(=O)N2CCc3ccccc3C2)cc1[N+](=O)[O-]	-11%	1.6%	8%	11%	7%	1%	7%	-1%
O=C1c2ccccc2NC(c2ccccn2)N1c1ccc(Cl)cc1 (stereo not given)	-19%	-4.3%	-9%	-11%[46.1 µM]	-1%	3%	7%	0%
Cc1ccc2nc(Nc3nc(C)cc(C(F)(F)F)n3)nc(C)c2c1	-9%	0.0%	-4%	4%[46.1 µM]	-5%	1%	3%	-4%
CCCCSc1nnc2n(-c3ccc(OC)cc3)c(=O)c3c4c(sc3n12)COC(C(C)C)C4 (stereo not given)	1%	-1.0%	8%	nt	nt	nt	4%	-20%
Cc1c(CCNC(=O)c2ccc(C(C)(C)C)cc2)sc2nc(-c3ccc(F)cc3)nn12	-7%	0.8%	?	nt	nt	nt	-18%	-2%
COc1cccc(NC(=O)c2ccc(NCCCN3CC(C)CC(C)C3)c([N+](=O)[O-])c2)c1 (stereo not given)	1%	1.6%	?	-30%	1%	-7%	3%	1%
COc1ccc(C2(O)CCN(CCCCOc3ccccc3)CC2)cc1	5%	-1.0%	-4%	-19%[46.1 µM]	8%	1%	-3%	-2%
Cc1ccc(CNC(=O)CCc2ccc(S(=O)(=O)NC3CCCCC3)cc2)cc1	4%	-1.0%	-1%	-27%[46.1 µM]	7%	-7%	4%	4%
Cc1ccc(/C=C/C(O)=C2/C(=O)N(C)C3(C)CC2c2ccccc2O3)cc1 (stereo not given)	-10%	-1.2%	-14%	-25%[46.1 µM]	6%	28%	1%	0%
O=C(COc1ccc([N+](=O)[O-])cc1)Nn1cnnc1	0%	-1.5%	6%	28%	2%	7%	5%	0%
Cc1ccc(Cl)cc1NC(=O)CSc1nnc(C)n1-c1ccccc1	-3%	-2.0%	5%	-10%[46.1 µM]	2%	1%	6%	-2%
